Bioassay records: PubChem BioAssay, National Center for Advancing Translational Sciences (NCATS)
ELG1 genotoxic – genotoxicity induction in ELG1-luciferase HEK293T cells. 330,000 tested, 1.3% active. HEK293T ELG1-luciferase reporter, luminescence, 16 h. AID 504466. Potency, µM (doses to about 46 µM), for the others: at the top dose activity change, positive = activation, most hits filed as activators; note: potency is the fitted concentration of half-maximal effect; % of control where 0% means no effect; nearly all actives have a fitted effect of over 60% in size
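Genotoxicity was scored as increased ELG1-luciferase reporter signal, measured by ONE-Glo luminescence (30 min, room temperature). Compound or vehicle exposure of the HEK293T reporter cells lasted 16 hr at 37°C.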
USP2a inh – inhibitors of human ubiquitin-specific protease USP2a. O75604. USP2 core, Ub-CHOP2 coupled fluorogenic reporter, 485/531. Potency, µM (doses to about 38.3 µM), for inactives: at the highest dose activity change, negative = inhibition, actives largely listed as inhibitors. 330,000 tested, 0.01% active. AID 463254;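 note: potency is the fitted concentration of half-maximal effect; plate controls were DMSO wells for no effect and full inhibition by NEM control for full effect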
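Cell-free coupled assay: 10nM USP2 core preincubated 30min RT with compound in Tris-HCl pH 8.0/CaCl2/CHAPS buffer, then 25nM Ub-CHOP2 and 25nM reporter substrate; fluorescence (Ex 485/Em 531) read after 60min RT, normalized to NEM inhibition, concentration-response curves fitted.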
uPA generation – inhibitors of cell surface uPA generation | 330,000 tested, 0.31% active | cell surface uPA generation assay, qHTS | Potency, µM (titrated, usually from 38.3 µM), inactives show at the top dose activity change, negative = inhibition, hits mostly inhibitors | AID 540303; active = well fitted inhibition curve with a large enough effect; inconclusive = small, poorly fitted or top-dose-only effect; inactive = no such curve, though single readings can be large or run the other way; tested in mouse RAW 264.7 cells; note: potency is the fitted concentration of half-maximal effect; % is set by controls: 0 for no effect and ±100 for the full control effect; nearly all actives have a fitted effect of over 55% in size
p53 reactivator – re-activators of mutant p53 | H1299 p53-A138V BP100-luciferase reporter, luminescence, 24 h | Potency, µM (series often up to 92.2 µM), inactives show at the highest dose activity change, positive = activation, hits mostly activators | 320,000 tested, 0.063% active | AID 504706; note: potency is the fitted concentration of half-maximal effect; % of control where 0% means no effect; nearly all actives have a fitted effect of over 45% in size
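p53-null H1299 cells stably carrying temperature-sensitive p53-A138V and a BP100-luciferase reporter were pinned with compounds (4-point, 1:5 series) and held 24 hrs at 37 deg C. Luminescence was read 10 min after detection reagent.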
B2AR arrestin – recruits beta-arrestin to the human beta2-adrenergic receptor. P07550. beta-arrestin recruitment to beta2AR, cell-based reporter. Potency, µM (titrated, usually from 46.1 µM), inactives show at the highest dose activation, actives largely listed as activators. 330,000 tested, 0.02% active;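 note: potency is the fitted concentration of half-maximal effect; 0% = DMSO controls and full agonism = EC100 isoproterenol or metaproterenol; nearly all actives have a fitted effect of over 65% in size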
Integrin act MD – activates integrin-mediated alleviation for muscular dystrophy; alpha7betagal myoblasts, beta-gal FDG fluorescence, 48 h; Potency, µM (series often up to 38.3 µM), without a hit: top-dose activation, usual class: activators; 350,000 tested, 0.064% active;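 note: potency is the fitted concentration of half-maximal effect; 100% = response of the positive control SU9516; nearly all actives have a fitted effect of over 60% in size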
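Alpha7betagal+/- myoblasts (passage 13) were plated 16-24 hr, then exposed to compounds (1:260 dilution of DMSO stock) for 48 hours at 37C. After MPER lysis, β-galactosidase reporter activity was read as FDG fluorescence (ex 480/em 540) after 30 minutes.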
PTAP TSG101 blk – blocks PTAP/TSG101 interaction to inhibit HIV-1 budding | Q99816 | Fluorescence polarization, FITC-PTAP peptide / Tsg101 binding | Potency, µM (doses to about 115 µM), inactives show at the top dose activity change, negative = inhibition, most hits filed as inhibitors | 340,000 tested, under 10 active | AID 493005; active = well fitted inhibition curve with a large enough effect in the main read-out, with a control signal flat, not every such curve was filed as active; inconclusive = small, poorly fitted or top-dose-only effect, or effect the other way, or a change in a side signal; inactive = no such curve, though single readings can be large or run the other way; note: potency is the fitted concentration of half-maximal effect; % of control where 0% means no effect
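Steps: Tsg101 binding domain dispensed (10 uM final), compounds pinned in DMSO, FITC-labeled PTAP-motif peptide added (50 nM final); after 20 min binding at room temperature, polarization measured.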
Eya2 phos inh – inhibitors of human Eya2 phosphatase activity | O00167 | recombinant Eya2, OMFP fluorescence dephosphorylation (OMFP is methylfluorescein phosphate) | Potency, µM (series often up to 76.9 µM), for inactives: at the top dose activity, negative = inhibition, usual class: inhibitors | 330,000 tested, 0.006% active | AID 488837; note: potency is the fitted concentration of half-maximal effect; % is set by controls: 0 for no effect and ±100 for the full control effect
Target sequence (O00167 whole entry, looked up): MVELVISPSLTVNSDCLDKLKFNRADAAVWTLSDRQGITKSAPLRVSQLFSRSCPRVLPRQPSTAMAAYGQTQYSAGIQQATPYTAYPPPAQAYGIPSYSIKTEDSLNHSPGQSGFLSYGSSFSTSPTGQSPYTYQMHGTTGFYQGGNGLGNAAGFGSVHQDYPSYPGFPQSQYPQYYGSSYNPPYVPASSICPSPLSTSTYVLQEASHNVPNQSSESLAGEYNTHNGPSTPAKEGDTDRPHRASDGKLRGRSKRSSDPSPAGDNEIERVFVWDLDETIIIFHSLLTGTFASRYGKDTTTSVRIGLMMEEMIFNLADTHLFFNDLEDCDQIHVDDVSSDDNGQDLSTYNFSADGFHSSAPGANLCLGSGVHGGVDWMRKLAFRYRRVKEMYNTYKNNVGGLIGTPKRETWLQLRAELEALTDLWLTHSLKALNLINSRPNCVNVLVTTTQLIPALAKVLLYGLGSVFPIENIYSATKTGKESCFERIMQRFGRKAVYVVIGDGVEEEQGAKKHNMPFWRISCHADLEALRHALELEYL
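Eya2 protein (added as 0.2 uM solution) was preincubated with compound for 10 min at ambient temperature in 50 mM HEPES pH 7.5, 50 mM NaCl, 5 uM MgCl2, 0.05% BSA, 1 mM DTT. OMFP (added at 50 uM) then reacted 10 min; fluorescence read at 485/525 nm.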
ASM inhibitor – inhibitors of human secretory acid sphingomyelinase | P17405 | placental ASM, HMU-PC fluorogenic substrate, 60 min | Potency, µM (series often up to 57.5 µM), for the others: top-dose activity change, negative = inhibition, most hits filed as inhibitors | 340,000 tested, 0.006% active | AID 504937; note: potency is the fitted concentration of half-maximal effect
Target sequence (P17405 47-631 limits assumed): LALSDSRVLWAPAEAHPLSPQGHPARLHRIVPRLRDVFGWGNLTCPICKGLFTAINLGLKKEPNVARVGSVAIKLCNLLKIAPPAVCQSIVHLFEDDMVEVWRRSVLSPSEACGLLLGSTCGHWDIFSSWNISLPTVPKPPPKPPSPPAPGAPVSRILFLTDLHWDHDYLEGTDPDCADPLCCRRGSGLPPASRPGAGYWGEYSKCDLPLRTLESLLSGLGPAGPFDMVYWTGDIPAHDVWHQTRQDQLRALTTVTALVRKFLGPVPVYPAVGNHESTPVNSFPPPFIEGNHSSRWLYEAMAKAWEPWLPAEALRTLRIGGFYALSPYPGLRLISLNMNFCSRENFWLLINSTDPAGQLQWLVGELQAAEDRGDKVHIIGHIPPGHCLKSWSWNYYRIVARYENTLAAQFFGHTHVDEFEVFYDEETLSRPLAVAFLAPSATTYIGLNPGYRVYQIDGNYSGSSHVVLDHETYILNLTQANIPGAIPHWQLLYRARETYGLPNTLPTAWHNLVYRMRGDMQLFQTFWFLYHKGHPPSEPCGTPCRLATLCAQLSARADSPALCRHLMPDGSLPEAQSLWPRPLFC
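HMU-PC0 cleavage (9 uM final) by human placental ASM, 60 min at 37 °C following 10 min compound exposure at RT; stopped at pH 10, fluorescence Ex 386/Em 447 nm.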
TRPV1 agonist – activates the human vanilloid receptor TRPV1. Q8NER1. TRPV1-expressing cells, Fluo-8 calcium influx, agonist mode. activation, % at 8.33 µM. 320,000 tested, 0.19% active; in the data active = activation above about 80%; inconclusive = between about 30% and that limit; note: 0% is about no effect
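TRPV1-expressing cells were cultured overnight at 35.5C and loaded with Fluo-8 calcium dye for 40 to 90 min at room temperature. After a 10 s baseline, compound was added and calcium influx was read kinetically for 3 min (ex 480/em 520 nm).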
BRCA1 expr act – activators of BRCA1 expression; MCF7-BRCA1-FFLuc reporter, luminescence, 48 h; response scale: scaled: vehicle 0%, 10 µM genistein 100%; Potency, µM (doses to about 46.1 µM), for inactives: at the top dose activation, actives largely listed as activators; 380,000 tested, 1.1% active; AID 624202; note: potency is the fitted concentration of half-maximal effect; nearly all actives have a fitted effect of over 80% in size; some results filed as inactive show a strong effect at the top dose
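First, MCF7-BRCA1-FFLuc cells (2000/well) attach for 2 h; next, compounds are pin-added and incubated 48 h at 37 °C; finally, luciferase reagent is added and luminescence read after 15 min.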
An asterisk follows results filed as active; u = inconclusive; x = no result given; & = joins results of further samples; [ ] = dose if it differs, or a comment. Unless noted, calls come from the whole dose curve; as a rule, active = well fitted curve in the direction sought with a large enough effect; inconclusive = small, poorly fitted or top-dose-only effect, or another doubt; inactive = no such curve, though single readings can be large; an effect the other way counts as inactive or inconclusive.

SMILES	ELG1 genotoxic	USP2a inh	uPA generation	p53 reactivator	B2AR arrestin	Integrin act MD	PTAP TSG101 blk	Eya2 phos inh	ASM inhibitor	TRPV1 agonist	BRCA1 expr act
Cc1ccc(-c2nnc(N)s2)cc1	u	4.6%	-8.1%	u	0.0%	-29.2%	-1.0%	-4.4%	3.2%	-2.5	u
C=CCn1c(SCC(=O)NCc2ccccc2)nnc1C1CCCCC1	-1.6%	3.8%	-6.0%	-15.9%	-0.8%	24.1%	5.9%	2.1%	3.4%	-4.4	6.2%
CCN1CCN(C(=O)c2cc(-c3ccco3)nc3ccccc23)CC1	2.4%	1.2%	4.2%	u	-0.3%	25.0%	1.1%	3.6%	339.7%[activator]	0.0	45.8%
CN(CC(=O)Nc1ccc(F)c(F)c1F)C(=O)c1ccc(-n2cncn2)c([N+](=O)[O-])c1	-1.7%	1.8%	-3.7%	14.8%	0.1%	-9.3%	0.1%	16.8%	0.4%	-1.9	-8.3%
O=C1CCS/C(=N\N=C\c2ccc(Cl)cc2Cl)N1	u	3.6%	0.7%	1.6%	-0.8%	u	-3.9%	3.0%	-11.1%	5.6	-37.1%
O=C(COC(=O)c1nc(Cl)ccc1Cl)c1ccc[nH]1	1.0%	1.3%	0.7%	17.2%	-0.4%	16.3%	-8.2%	23.3%	1.7%	4.1	-14.2%
CCCc1nn(C)c(C(=O)Nc2ccc3ccccc3c2)c1Cl	u	3.5%	23.5%	u	0.0%	14.3%	-0.3%	-1.2%	2.0%	23.0	u
Cc1ccc(Oc2ccccc2/C=N/O)cc1	-9.1%	-0.3%	-1.1%	-5.9%	0.0%	9.2%	-0.7%	-3.4%	10.9%	-2.6	25.3%
COc1cc(/C=N/N=C/c2c[nH]c(=O)c(C#N)c2Nc2ccccc2)ccc1O	-0.4%	5.8%	-2.8%	-2.5%	-0.8%	-29.0%	-0.1%	-1.7%	0.3%	-1.1	-0.7%
CCC(CC)NC(=O)c1ccc(NS(=O)(=O)c2ccc3[nH]c(=O)[nH]c3c2)cc1	u	-0.2%	-4.3%	1.6%	0.1%	4.8%	-6.0%	1.6%	-3.1%	6.0	4.7%
CCOc1ccc(CCNC(=O)COC(=O)c2cccc(S(=O)(=O)N3CCOCC3)c2)cc1OCC	-1.5%	-2.0%	-6.0%	-7.8%	-0.5%	-0.2%	-6.5%	-4.5%	-2.3%	-4.3	4.3%
CC1CCN(C(=O)C(=O)Nc2sc3c(c2C(N)=O)CC(C)(C)OC3)CC1	1.4%	2.1%	0.7%	-1.8%	0.5%	-24.1%	-4.1%	6.3%	-1.7%	-3.1	0.0%
CCN(CC(=O)Nc1ccccc1C(F)(F)F)C(=O)c1ccc2c(c1)NC(=O)CS2	0.7%	0.6%	2.0%	1.9%	0.2%	-11.6%	-4.0%	1.8%	1.7%	-0.4	-25.1%
CN(C)S(=O)(=O)Nc1cccc(Br)c1	-2.3%&-1.2%	-0.5%&-0.7%	7.8%	-4.7%&1.5%	0.2%&-0.1%	17.0%	-2.6%	-2.2%&24.3%	1.4%	1.7&1.9	-9.3%
Cc1ccc(OCCn2cc(/C=N/NC(=O)c3ccncc3)c3ccccc32)cc1	-1.7%	-1.5%	-17.0%	-3.0%	0.1%	-10.4%	u	2.8%	-25.9%	6.5	-78.5%
CCOc1ccccc1CNC(CC)CO (stereo not given)	0.2%	1.5%	0.8%	10.3%	-0.2%	41.0%	-2.8%	-1.2%	-0.1%	1.4	-25.5%
CN(CCc1ccccc1)C(=O)c1ccc(NC(=O)Cc2cccc(NC(=O)C3CCN(S(=O)(=O)c4cccc([N+](=O)[O-])c4)CC3)c2)cc1	x	x	11.2%	x	x	-10.6%	-3.6%	x	-1.3%	x	-7.5%
CNC(=O)[C@@H]1C[C@H]1[C@@H](NC(=O)OCc1ccccc1)c1ccccc1	u	3.1%	-7.7%	0.0%	-0.7%	u	0.7%	1.3%	1.7%	25.0	-13.0%
CC(CN1CCOCC1)OC(=O)c1ccc2c(c1)OCCO2 (stereo not given)	u	-2.0%	0.3%	u	-3.9%	-9.1%	-4.1%	6.5%	-0.5%	-0.8	7.94µM*
CCN(CCO)C(=O)C(c1ccccc1)c1ccccc1	-0.5%	0.4%	5.5%	-0.7%	-0.2%	-3.1%	-3.3%	-0.7%	0.0%	-2.6	-2.6%
C[C@H](CO)NC(=O)[C@H](C)[C@H]1C[C@]1(C)[C@H](NC(=O)OCc1ccccc1)c1ccccc1	3.0%	1.9%	-12.5%	-3.7%	-0.7%	-2.6%	-4.2%	1.8%	3.0%	-3.7	-4.5%
CC(C)C[C@H]1CN=C(N(C)C)N1CCc1cccc(F)c1	-5.2%	1.8%	u	-0.1%	-1.5%	-8.6%	-0.3%	3.4%	-0.5%	x	-5.6%
Cc1ccc(/C=C/C(=O)N2CC(C)CC(C)C2)o1 (stereo not given)	2.3%	-0.8%	-13.5%	1.0%	-0.2%	-58.3%[inhibitor]	-4.3%	6.5%	-0.4%	23.2	-23.1%
CCc1ccc(S(=O)(=O)/N=C2/C=C(Sc3ncn[nH]3)C(=O)c3ccccc32)cc1	-15.2%	1.4%	-13.6%	-31.3%[inhibitor]	-0.9%	-54.3%[inhibitor]	-3.7%	-6.2%	0.6%	0.9	-75.2%[inhibitor]
C#CCNC(=O)C1=C[C@H](c2ccc(Br)cc2)C[C@H](OCc2ccc(CO)cc2)O1	-4.1%	0.3%	-17.5%	-2.4%	-0.6%	-0.5%	-0.3%	2.1%	-6.3%	-0.8	-13.4%

Further records.
SMILES	ELG1 genotoxic	USP2a inh	uPA generation	p53 reactivator	B2AR arrestin	Integrin act MD	PTAP TSG101 blk	Eya2 phos inh	ASM inhibitor	TRPV1 agonist	BRCA1 expr act
O=C(CCCc1ccccc1)Nc1ccc(S(=O)(=O)N2CCOCC2)cc1	-4.5%	-1.1%	-0.2%	0.8%	-0.5%	-0.5%	-0.4%	1.1%	-2.6%	19.6	-13.3%
CCc1ccc(NC(=O)CS(=O)CC(=O)Nc2ccc(-n3cnnn3)c(C)c2)cc1 (stereo not given)	-3.6%	-1.1%	4.2%	-5.9%	-0.7%	-10.1%	-2.4%	-11.3%	-1.0%	-2.2	-17.8%
COc1cc(OC)c(C(=O)OCC(=O)Nc2ccc(N3CCOCC3)cc2)cc1OC	-0.8%	2.1%	-2.2%	6.4%	-0.7%	-4.8%	-4.8%	4.7%	0.9%	x	-10.4%
CC#CCN(Cc1ccco1)C(=O)C1CCC(=O)N(Cc2ccccc2F)C1 (stereo not given)	-2.6%	-1.0%	-6.2%	8.2%	0.6%	-44.5%	-5.0%	-0.5%	x	0.7	-4.6%
CCN(CC)S(=O)(=O)c1ccc2[nH]c(=O)[nH]c2c1	4.0%	0.5%	1.8%	-2.9%	-1.0%	13.4%	-0.7%	-4.0%	-1.1%	-1.9	-2.3%
O=C(CCNC(=O)C1CCN(S(=O)(=O)c2ccc(F)cc2)CC1)NCc1ccc(Cl)cc1	-5.9%	1.7%	13.1%	-9.4%	-0.1%	2.1%	-1.7%	1.5%	-0.3%	1.8	3.4%
O=[N+]([O-])c1ccccc1-n1cnc2ccccc21	2.4%	3.7%	-1.6%	-2.9%	-0.6%	31.6%	-3.6%	1.2%	0.6%	-0.2	-0.6%
Cc1cccc(COCCN2CCN(S(=O)(=O)c3ccccc3)CCC2=O)c1	0.9%	0.2%	-5.4%	0.2%	-0.3%	17.4%	0.5%	-0.8%	2.2%	18.7	-5.3%
C=CCn1c(SCC(=O)Nc2ccc3c(c2)OCCO3)nc2cc(C(=O)O)ccc2c1=O	2.8%	3.9%	6.8%	2.7%	0.0%	-9.5%	-9.3%	24.5%	10.1%	-5.6	2.8%
O=C(CN1CCC(n2nnc3cc(C(F)(F)F)ccc32)CC1)N1CCc2ccccc21	-4.0%	1.2%	3.3%	0.7%	0.3%	15.4%	-2.1%	-3.3%	-1.0%	-2.2	-7.7%
O=C(CN1C(=O)c2cccc3cccc1c23)NCC1CCCO1 (stereo not given)	-4.6%	2.7%	14.2%	-4.1%	0.0%	35.5%	-0.2%	-3.4%	41.7%[activator]	1.2	2.1%
COc1ccc(OC)c(CNC(=O)COc2cc(=O)n(C)c3ccccc23)c1	x	x	-1.3%	x	x	8.3%	-0.5%	x	3.2%	x	-31.5%
Cc1cc(C)c2c(N)c(C(=O)c3cccc(Cl)c3)sc2n1	-2.4%	0.2%	15.4%	-14.9%	-0.7%	16.5%	-7.8%	-11.4%	11.9%	15.2	-63.2%
